SRC3 inh = SRC3 coactivator transcriptional activity inhibitors, primary screen, cell-based, luminescence; Nuclear receptor coactivator 3 (Homo sapiens), Q9Y6Q9; HEK293 GAL4-SRC3 luciferase reporter; inhibition, % at 3.6 µM; 0.17% of 360,000 active;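 active means inhibition above a per-campaign cutoff, the mean of all compounds plus 3 SD, cut at about 60% in these data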;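 further: 0% = DMSO-treated cells and 100% = gossypol-treated cells at 36 µM; higher means less SRC3-driven luciferase light from the GAL4 reporter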
NOD2-RIPK2 inh = NOD2-RIPK2 binding disruptors in cells, primary screen, fluorescence, CHO cells, BLA complementation; Receptor-interacting serine/threonine-protein kinase 2 (Homo sapiens), O43353; 0.38% of 360,000 active; CCF4 ratio; AID 624267, 2012; inhibition, % at 4.98 µM; in the data active means inhibition above about 21%;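 further: 0% = vehicle only and 100% = reference blocker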
NCOA1 inh = SRC1 coactivator transcriptional activity inhibitors, primary screen, cell-based, luminescence; Nuclear receptor coactivator 1 (Homo sapiens), Q15788; HEK293 GAL4-SRC1 luciferase reporter; 0.12% of 360,000 active; inhibition, % at 3.6 µM;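 active means inhibition above the campaign mean plus 3 SD, with each screening campaign given its own cutoff, cut at about 60% in these data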;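 further: 0% = DMSO treated cells and 100% = gossypol at 36 µM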
NR2F2 inh = NR2F2 transcriptional activity inhibitors, primary screen, cell-based, luciferase reporter, HEK293T, luminescence | HEK293T NGFI-A luciferase reporter | AID 686940, 2013 | COUP transcription factor 2 (Homo sapiens), P24468 | 0.7% of 370,000 active | inhibition, % at 8.6 µM;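 active means inhibition above a per-plate cutoff, mean inhibition of test wells between control levels plus 3 SD, cut at about 38% in these data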;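 further: cells cotransfected with COUP-TFII expression vector driving the NGFI-A reporter; 0% = median of COUP-TF2 test wells and 100% = reporter-only cells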
TWEAK-Fn14 inh = inhibitors of TWEAK-Fn14 signaling, primary screen, luciferase reporter cells, uHTS; AID 1159606, 2016; 2% of 360,000 active; inhibition, % at 10 µM; TWEAK-stimulated Fn14 reporter cells, luciferase luminescence, 8 h; in the data active means inhibition above about 50%
LRH-1 inv ag = LRH-1 (NR5A2) inverse agonists, primary screen, cell-based, luminescence, HEK293T, StAR-luciferase reporter. LRH-1 transfected, 24 h. inhibition, % at 3.6 µM. 0.13% of 360,000 active;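 active means inhibition above the mean inhibition of all tested compounds plus 3 SD, cut at about 73% in these data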;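 further: 0% = DMSO wells and 100% = reporter-only cells lacking LRH-1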
NCOA2 inhibitor = inhibition of GAL4-SRC2 driven luciferase reporter, primary screen, SRC2 inhibitor project, cell-based, luminescence. 0.17% of 370,000 active. inhibition, % at 9 µM. Nuclear receptor coactivator 2 (Homo sapiens), Q15596. HEK293 GAL4-SRC2 luciferase reporter;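 active means inhibition above the mean inhibition of all tested compounds plus 3 SD, set per campaign, cut at about 52% in these data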;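 further: 0% = DMSO treated cells and 100% = cells given Gossypol at 36 µM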
Target sequence (Q15596 whole entry, looked up, the tested form may be a part): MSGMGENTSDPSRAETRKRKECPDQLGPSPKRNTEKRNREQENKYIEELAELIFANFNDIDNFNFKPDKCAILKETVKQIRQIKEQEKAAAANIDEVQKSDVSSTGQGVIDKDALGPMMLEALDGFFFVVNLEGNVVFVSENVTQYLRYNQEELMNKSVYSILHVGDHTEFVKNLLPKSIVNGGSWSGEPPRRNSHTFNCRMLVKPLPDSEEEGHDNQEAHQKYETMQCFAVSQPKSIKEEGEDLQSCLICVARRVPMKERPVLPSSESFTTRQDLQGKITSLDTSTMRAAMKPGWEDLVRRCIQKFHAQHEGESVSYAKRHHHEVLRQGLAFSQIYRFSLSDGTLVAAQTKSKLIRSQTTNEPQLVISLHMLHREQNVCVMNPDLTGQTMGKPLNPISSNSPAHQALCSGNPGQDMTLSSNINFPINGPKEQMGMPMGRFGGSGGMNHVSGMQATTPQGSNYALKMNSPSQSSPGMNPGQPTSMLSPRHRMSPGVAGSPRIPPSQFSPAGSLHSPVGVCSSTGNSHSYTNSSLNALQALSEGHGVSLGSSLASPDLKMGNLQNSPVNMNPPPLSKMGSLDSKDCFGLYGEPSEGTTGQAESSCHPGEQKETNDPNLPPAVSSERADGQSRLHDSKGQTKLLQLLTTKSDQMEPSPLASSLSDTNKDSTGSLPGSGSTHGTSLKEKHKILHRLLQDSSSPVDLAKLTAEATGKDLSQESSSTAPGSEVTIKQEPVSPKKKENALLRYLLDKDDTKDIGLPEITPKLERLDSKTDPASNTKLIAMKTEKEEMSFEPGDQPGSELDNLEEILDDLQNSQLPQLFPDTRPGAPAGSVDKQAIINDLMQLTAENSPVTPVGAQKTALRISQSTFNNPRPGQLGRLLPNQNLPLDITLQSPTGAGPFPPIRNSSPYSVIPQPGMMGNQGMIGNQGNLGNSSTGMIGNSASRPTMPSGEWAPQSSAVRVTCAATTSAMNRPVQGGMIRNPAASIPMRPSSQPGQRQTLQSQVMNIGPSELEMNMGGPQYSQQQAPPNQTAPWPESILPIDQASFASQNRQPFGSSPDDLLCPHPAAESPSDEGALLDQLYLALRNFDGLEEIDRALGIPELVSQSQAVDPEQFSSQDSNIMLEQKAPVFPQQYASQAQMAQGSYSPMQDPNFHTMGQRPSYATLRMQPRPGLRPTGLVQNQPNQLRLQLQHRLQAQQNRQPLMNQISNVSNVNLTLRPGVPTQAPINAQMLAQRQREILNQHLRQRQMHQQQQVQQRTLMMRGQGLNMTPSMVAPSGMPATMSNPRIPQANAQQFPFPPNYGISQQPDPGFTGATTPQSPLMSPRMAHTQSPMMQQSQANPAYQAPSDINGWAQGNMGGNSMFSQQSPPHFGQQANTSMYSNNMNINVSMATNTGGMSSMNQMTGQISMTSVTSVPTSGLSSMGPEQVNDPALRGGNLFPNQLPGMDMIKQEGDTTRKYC
TROY NFkB inh = inhibitors of TROY-driven NF-kB signaling, primary screen, Q293 LMP1-TROYcd cells, NF-kB luciferase, uHTS | AID 1347056, 2019 | Q293 LMP1-TROYcd NF-kB luciferase reporter, 4 h | inhibition, % at 10 µM | 0.98% of 360,000 active;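 active means compounds whose plate-normalised and pattern-corrected inhibition of the luciferase reporter signal at the single screening dose is 50% or more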
TLR9-MyD88 block = inhibitors of TLR9-MyD88 association in cells, primary screen, cell-based, CHO, BLA complementation, fluorescence; Toll-like receptor 9 (Homo sapiens) + Myeloid differentiation primary response protein …; CCF4 FRET ratio; inhibition, % at 4.98 µM; 0.21% of 340,000 active;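 active means inhibition above the mean over all tested compounds plus 3 SD, cut at about 21% in these data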;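 further: 0% = DMSO only wells and 100% = clavulanate BLA inhibitor control wells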
TRAIL sens C8 = viability loss with TRAIL in NB7+C8 cells, primary screen, TRAIL sensitizer project, cell-based, ATPlite luminescence. inhibition (viability loss, TRAIL sensitization), % at 10 µM. 1% of 360,000 active. AID 624354, 2012;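 active means compounds causing at least 50% loss of cell viability in the single-dose screen, relative to plate controls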
EBV LMP1 NFkB = EBV LMP1-driven NF-kappaB luciferase reporter inhibitors, primary screen, cell-based, luminescence, single point; LMP1-induced NF-kappaB luciferase reporter cells; inhibition, % at 12.5 µM; 0.69% of 350,000 active; in the data active means inhibition above about 41%;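 further: 0% = neutral control wells and 100% = reference inhibitor control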
* marks the source's active call; other numbers are inactive results; nt = not tested or not shown.

Order of values: EBV LMP1 NFkB	TLR9-MyD88 block	NCOA1 inh	LRH-1 inv ag	SRC3 inh	NR2F2 inh	NCOA2 inhibitor	TWEAK-Fn14 inh	TROY NFkB inh	TRAIL sens C8	NOD2-RIPK2 inh
> Cc1cc(OC(C)C(=O)Nc2ccccc2C(=O)N2CCCC2)ccc1Cl (stereo unspecified)
    10	4	0	1	-14	3	-10	6	-4	4	-2
> CCOC(=O)c1cc2c(ccn2C)n1Cc1ccccc1C
    -3	-2	-10	5	14	0	7	2	-2	-12	-9
> Cc1ccccc1CN(CC1CCC(C(=O)O)CC1)C(=S)Nc1ccccc1F (stereo unspecified)
    -3	-10	-4	16	10	10	11	1	-8	-3	-8
> O=c1c(-c2c(O)cc(O)c3c(=O)cc(-c4ccc(O)cc4)oc23)c(-c2ccc(O)cc2)oc2cc(O)cc(O)c12
    -6	-5	-8	-12	-9	4	25	16	13	-8	6
> O=S(=O)(Nc1ccc(O)c(Sc2nc3ccccc3s2)c1)c1ccc(F)cc1
    -2	0	11	-14	12	1	-21	46	48	-3	4
> O=C(Cn1nc(-c2ccccc2)ccc1=O)NCc1ccc(F)cc1
    -2	-6	4	4	-2	-16	-19	5	-32	-9	8
> COc1ccc(NC(=O)c2cc3c(=O)n4ccccc4nc3n2C)c(OC)c1
    -3	6	9	0	-6	-8	-4	-8	-33	-6	-3
> COc1ccc(-n2cccc2C=O)cc1OC
    7	-8	-2	13	10	5	-2	-1	-16	3	9
> O=C(CCN1C(=O)c2ccccc2C1=O)NC(=S)Nc1ccccc1Cl
    -3	-3	3	12	13	2	-4	-15	8	-5	-5
> Cc1ccc(OCCCC(=O)NC2CCCCC2)cc1
    -5	-9	5	1	-10	0	9	-7	-10	2	7

Single records, as listed above. Order of values: EBV LMP1 NFkB	TLR9-MyD88 block	NCOA1 inh	LRH-1 inv ag	SRC3 inh	NR2F2 inh	NCOA2 inhibitor	TWEAK-Fn14 inh	TROY NFkB inh	TRAIL sens C8	NOD2-RIPK2 inh
O=C(Cn1nc(-c2ccccc2)ccc1=O)NCc1ccc(F)cc1 reads -2	-6	4	4	-2	-16	-19	5	-32	-9	8
Cc1cc(OC(C)C(=O)Nc2ccccc2C(=O)N2CCCC2)ccc1Cl (stereo unspecified) reads 10	4	0	1	-14	3	-10	6	-4	4	-2

Other compounds follow:
Order of values: EBV LMP1 NFkB	TLR9-MyD88 block	NCOA1 inh	LRH-1 inv ag	SRC3 inh	NR2F2 inh	NCOA2 inhibitor	TWEAK-Fn14 inh	TROY NFkB inh	TRAIL sens C8	NOD2-RIPK2 inh
> O=C(N/N=C/c1ccc(OC(=O)c2ccccc2)c([N+](=O)[O-])c1)c1ccc(O)cc1
    -4	-1	-27	-5	15	-8	-16	5	-2	-7	0
> Cc1cc(S(=O)(=O)Nc2ccccc2C)ccc1F
    -6	5	-5	3	-25	9	10	3	-12	2	9
> Cc1cc(C)nc(/N=C(\N)Nc2ccc3c(c2)OCCO3)n1
    -4	-4	4	9	9	4	-15	-14	21	-2	5
> CC(=O)c1ccc(N2CCN(S(=O)(=O)c3c(C)[nH]c(=O)[nH]c3=O)CC2)cc1
    -6	-1	-28	10	11	-29	-20	1	11	-3	-5
> Cc1ccc2c(CC(=O)O)coc2c1
    -2	-14	11	1	4	-13	-5	7	nt	0	-6
> COc1ccc(/C=C2/SC(=O)N(NS(=O)(=O)c3ccccc3)C2=S)cc1OC
    -2	4	-15	12	2	-1	-24	-8	4	-2	-9
> CCc1cnccc1CCC(=O)Nc1ccccc1C
    3	-12	1	-7	-2	6	9	-7	0	0	7
> Brc1csc(/C=N/Nc2nc3ccccc3s2)c1
    -67	-2	-146	-129	-91	-46	-69	30	-11	35	6
> O=C(NCc1ccccn1)c1ccc(CNS(=O)(=O)c2cccc(C(F)(F)F)c2)cc1
    -6	5	3	12	10	15	-13	17	0	0	0
> Cc1ccc(S(=O)(=O)N2CCOCC2)cc1-c1n[nH]c(=S)n1-c1ccccc1
    -3	0	2	0	6	-15	-14	2	-1	1	-5
> CN(C)CCCNC(=O)C1(O)c2cc(Br)ccc2NC(=O)N1c1ccc(Cl)cc1 (stereo unspecified)
    0	2	-8	-9	16	9	9	10	-17	12	-11
> O=C(Nc1ccc(F)cc1F)c1ccc(-n2cncn2)nc1
    -2	-12	-2	-10	-3	-25	-4	-6	-11	-16	-4
> Cc1ccc2[nH]c(=O)c(CN(CCCN3CCOCC3)Cc3nnnn3C3CCCC3)cc2c1
    -2	0	4	8	-18	6	-9	1	-3	-13	-3
> CCCC(c1nnnn1Cc1ccco1)N1CCN(C2CCCC2)CC1 (stereo unspecified)
    -9	-6	-1	0	12	-13	-2	-14	9	3	5
> COc1ccc(OCC(O)Cn2c(=N)n(CCN3CCCCC3)c3ccccc32)cc1 (stereo unspecified)
    -14	4	-2	-11	1	-6	-5	-25	0	15	13
> CCOC(=O)c1[nH]c(C)c(/C(O)=C2\C(=O)C(=O)N(CCN(C)C)C2c2ccco2)c1C (stereo unspecified)
    0	-4	-11	8	2	-7	-2	-10	12	-13	4
> CCOC(=O)COc1ccc(S(=O)(=O)c2ccc(OCC(=O)OCC)cc2)cc1
    -4	-1	0	18	8	10	24	-5	4	6	-8
> CNc1nc2ccccc2n1CC(=O)c1ccccc1
    -29	3	-42	-61	-35	-32	-39	-14	-38	-6	9
> O=C(NC1CCN(Cc2ccccc2)CC1)C1CCN(S(=O)(=O)c2ccc(Cl)cc2)CC1
    11	2	15	-1	7	15	-26	6	27	18	-4
> CCCCC(=O)N(C)c1c(CC)nc2c(OCC(=O)N(C)C)cccn12
    nt	nt	14	13	-4	7	15	6	-6	7	-7
> CCOC(=O)c1c(NC(=O)Cc2ccccc2)sc2c1CCN(C)C2
    3	8	18	4	1	4	19	5	0	-1	-4
> CCS(=O)(=O)c1ccc(O)c(NC(=O)Nc2ccc(C(C)(C)C)cc2)c1
    -13	3	8	-13	0	17	4	28	15	-1	1
> COc1ncccc1C(=O)N1CCCC(C(=O)c2cccc(OC(C)C)c2)C1 (stereo unspecified)
    2	9	-3	-3	12	-11	0	-19	0	-9	-1
> N#Cc1cc(Oc2ccccc2)c(-n2nnc3ccccc32)cc1C#N
    -4	0	2	-8	8	-14	8	8	5	-20	-1
> Cc1cc(C)cc(C(=O)OCC(=O)NCC(F)(F)F)c1
    1	8	-4	1	19	-31	-9	2	6	0	5
> COc1ccc2[nH]c3c(c2c1)CCN1C(=O)C(CC(=O)NCc2cccc(C(F)(F)F)c2)C[C@H](C(=O)N2CCOCC2)[C@@]31C (stereo partly specified)
    -5	-18	8	0	-13	2	-9	26	-6	5	-8
> O=C(Cc1ccc(S(=O)(=O)N2CCCC2)s1)N1CCN(c2ccccc2)CC1
    -8	9	-3	7	-6	21	-6	-3	-28	-4	4
> COc1ccc(Cl)cc1NC(=O)CN(C)C(=O)c1ccc2n[nH]nc2c1
    -4	3	1	0	9	-6	-17	-1	-19	-3	11
> CCCCn1c(SCc2ccc(C(=O)OC)o2)nc2cc(S(N)(=O)=O)ccc21
    19	7	-8	17	16	26	9	4	18	6	-7
> CC(C)=CCc1c2c(c3occ(-c4ccc(O)cc4)c(=O)c3c1O)C=CC(C)(C)O2
    11	-13	2	-4	14	-1	-7	17	-12	21	6
> CC(=O)Nc1ccc(S(=O)(=O)NC(C)C(=O)OCCOc2ccc(F)cc2)cc1 (stereo unspecified)
    7	-6	-11	-3	-21	3	3	-5	9	-2	8
> Cc1cccc(NC(=S)N(CCN(C)C)C(C)c2cccnc2)c1 (stereo unspecified)
    -1	-2	12	-11	11	10	4	1	12	-2	6
> Cc1ccc(SCc2ccc(C(=O)Nc3nccs3)o2)cc1
    -13	1	-14	-25	-22	-28	-8	-3	3	11	0
> Cc1ccccc1S(=O)(=O)NC(=O)C1(C)CCN1C(=O)CC(c1ccccc1)c1ccccc1 (stereo unspecified)
    nt	nt	-8	-4	2	-11	4	1	7	-1	2
> Cn1c(Cc2ccccc2)nnc1SCC(=O)c1ccc(Br)s1
    2	4	3	-4	6	10	10	21	-3	-14	-2
> C[C@@H]1CN([C@@H](C)CO)C(=O)CCCn2cc(nn2)CO[C@H]1CN(C)S(=O)(=O)c1ccccc1
    0	-4	5	-9	-26	-5	9	-18	0	4	-2
> COc1ccccc1-c1cn[nH]c1-c1ccc(OCc2ccccc2F)cc1O
    -2	-4	-2	-27	16	3	15	7	6	17	-1
> COc1ccccc1C(=O)Nc1ccc(Nc2ccccc2)cc1
    nt	nt	-28	12	6	15	-18	-6	-15	0	-8

Molecules above that have an aryl methoxy group (9):
Order of values: EBV LMP1 NFkB	TLR9-MyD88 block	NCOA1 inh	LRH-1 inv ag	SRC3 inh	NR2F2 inh	NCOA2 inhibitor	TWEAK-Fn14 inh	TROY NFkB inh	TRAIL sens C8	NOD2-RIPK2 inh
> COc1ccc(NC(=O)c2cc3c(=O)n4ccccc4nc3n2C)c(OC)c1
    -3	6	9	0	-6	-8	-4	-8	-33	-6	-3
> COc1ccc(-n2cccc2C=O)cc1OC
    7	-8	-2	13	10	5	-2	-1	-16	3	9
> COc1ccc(/C=C2/SC(=O)N(NS(=O)(=O)c3ccccc3)C2=S)cc1OC
    -2	4	-15	12	2	-1	-24	-8	4	-2	-9
> COc1ccc(OCC(O)Cn2c(=N)n(CCN3CCCCC3)c3ccccc32)cc1 (stereo unspecified)
    -14	4	-2	-11	1	-6	-5	-25	0	15	13
> COc1ncccc1C(=O)N1CCCC(C(=O)c2cccc(OC(C)C)c2)C1 (stereo unspecified)
    2	9	-3	-3	12	-11	0	-19	0	-9	-1
> COc1ccc2[nH]c3c(c2c1)CCN1C(=O)C(CC(=O)NCc2cccc(C(F)(F)F)c2)C[C@H](C(=O)N2CCOCC2)[C@@]31C (stereo partly specified)
    -5	-18	8	0	-13	2	-9	26	-6	5	-8
> COc1ccc(Cl)cc1NC(=O)CN(C)C(=O)c1ccc2n[nH]nc2c1
    -4	3	1	0	9	-6	-17	-1	-19	-3	11
> COc1ccccc1-c1cn[nH]c1-c1ccc(OCc2ccccc2F)cc1O
    -2	-4	-2	-27	16	3	15	7	6	17	-1
> COc1ccccc1C(=O)Nc1ccc(Nc2ccccc2)cc1
    nt	nt	-28	12	6	15	-18	-6	-15	0	-8

Some of the compounds tested; the hit share may differ from the screen's.
